Screens from PubChem.
697 NFkB inh: inhibitors of the PMA/ionomycin-induced NF-kB reporter in 697 B cells; 330,000 tested, 0.33% active; inhibition, % at 4 µM; AID 435022; 697 B-cell NF-kB luciferase reporter, 16 h; in the data active = inhibition above about 35%
Jurkat NFkB inh: lowers PMA/ionomycin-induced NF-kB signal in Jurkat cells | PMA/ionomycin-induced NF-kB luciferase reporter, luminescence | inhibition, % at 4 µM | 330,000 tested, 0.53% active | AID 435003; in the data active = inhibition above about 50%
XBP1 UPR activ: adaptive UPR (XBP1) activation. AID 463104. CHO-XBP1 luciferase reporter, IRE1-XBP1 UPR activation, luminescence; percent of tunicamycin response, DMSO as zero. 330,000 tested, 0.33% active. activation, % at 20 µM;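 active = versus positive control, 20 µM dose yields 30% or more activation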;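 note: 100% = tunicamycin at 10 µg/mL and 0% = DMSO only wells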
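assay system = CHO-XBP1 luciferase reporter cells | amount = 1000 cells/well | buffer or medium = F12 plus 10% FBS | compound dosing = single point, 20 µM final compound, 1% DMSO | incubation = 16-18 h cell attachment at 37 °C, then 6 h compound exposure | detection = Steady-Glo luminescence read | controls = tunicamycin 10 µg/mL and vehicle-only wells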
UPR CHOP act: apoptotic UPR (CHOP) activation. CHO-CHOP luciferase reporter, luminescence; percent of tunicamycin response over DMSO baseline. activation, % at 10 µM. 330,000 tested, 0.34% active;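 active = at 10 µM dose, activation of 40% or more, normalized to positive control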;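 note: 100% = tunicamycin at 10 µg/mL and 0% = DMSO alone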
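Assay system: CHO-CHOP cells, stable luciferase reporter of PERK-eIF2a-CHOP signalling / Buffer or medium: F12 plus 10% serum / Compound dosing: one dose, 10 µM in 0.5% DMSO / Times: 6 h compound treatment, 37 °C / Technique: luciferase luminescence / Read-out: % reporter activation, DMSO baseline versus tunicamycin full activation / Benchmarks: tunicamycin and DMSO controls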
CCR6 antag: blocks CCL20-driven beta-arrestin recruitment at human CCR6. CHO-K1 CCR6 PathHunter beta-arrestin, luminescence, CCL20-stimulated. inhibition, % at 20 µM. AID 493098. 340,000 tested, 0.49% active;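 active = compounds whose inhibition of the agonist-driven luminescence signal at 20 µM reaches about 50%, limit read from the data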;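 note: cells stimulated with CCL20 at 14 nM final; plate controls were DMSO with CCL20 for no effect and DMSO without agonist for full effect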
Target sequence (P51684 whole entry, looked up): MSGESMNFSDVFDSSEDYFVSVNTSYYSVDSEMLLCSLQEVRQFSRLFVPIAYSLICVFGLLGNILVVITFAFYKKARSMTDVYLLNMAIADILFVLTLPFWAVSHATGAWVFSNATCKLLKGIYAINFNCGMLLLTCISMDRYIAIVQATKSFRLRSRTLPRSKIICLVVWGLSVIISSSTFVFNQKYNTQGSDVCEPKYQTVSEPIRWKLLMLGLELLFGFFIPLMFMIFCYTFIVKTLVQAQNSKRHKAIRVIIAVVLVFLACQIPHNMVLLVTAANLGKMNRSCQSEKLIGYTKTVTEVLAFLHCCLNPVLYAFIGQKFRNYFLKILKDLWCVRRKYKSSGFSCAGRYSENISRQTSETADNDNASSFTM
EBI2 block: EBI2 (human) antagonism | EBI2 beta-arrestin recruitment, luminescence, 7a,25-OHC stimulated | inhibition, % at 5 µM | 360,000 tested, 0.81% active | AID 651636; in the data active = inhibition above about 38%;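 note: enzyme fragment complementation signal reports receptor beta-arrestin coupling in cells; 0% = agonist plus DMSO wells and 100% = wells without agonist; some results beyond the cut were filed as inactive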
Target sequence (P32249 whole entry, looked up, the tested form may be a part): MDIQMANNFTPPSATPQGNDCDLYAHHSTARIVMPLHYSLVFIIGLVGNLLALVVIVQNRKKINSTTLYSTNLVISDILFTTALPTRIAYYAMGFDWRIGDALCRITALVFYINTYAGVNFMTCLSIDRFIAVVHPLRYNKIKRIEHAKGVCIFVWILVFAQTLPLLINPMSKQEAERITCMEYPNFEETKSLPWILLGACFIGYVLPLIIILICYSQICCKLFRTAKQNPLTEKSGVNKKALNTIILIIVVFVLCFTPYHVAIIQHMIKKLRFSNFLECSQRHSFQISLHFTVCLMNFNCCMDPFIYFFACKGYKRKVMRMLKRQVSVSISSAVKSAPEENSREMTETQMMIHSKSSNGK
Mdm2-MdmX inh: inhibitors of human Mdm2/MdmX interaction | O15151+Q00987 | SaOS-2 split-luciferase Mdm2/MdmX complementation, luminescence | inhibition, % at 8 µM | 330,000 tested, 3% active;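 active = inhibition of at least 50% at 8 µM in the primary screen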
CXCR6 inh: blocks human CXCR6 beta-arrestin recruitment; O00574; inhibition, % at 20 µM; CHO-K1 PathHunter CXCR6 beta-arrestin, luminescence; AID 602244; 360,000 tested, 0.36% active; in the data active = inhibition above about 34%, passing the limit was not always enough;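 note: antagonist mode with CXCL16 agonist at 10 nM final; 0% = 10 nM CXCL16 with DMSO and 100% = unstimulated wells without agonist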
Target sequence (O00574 whole entry, looked up): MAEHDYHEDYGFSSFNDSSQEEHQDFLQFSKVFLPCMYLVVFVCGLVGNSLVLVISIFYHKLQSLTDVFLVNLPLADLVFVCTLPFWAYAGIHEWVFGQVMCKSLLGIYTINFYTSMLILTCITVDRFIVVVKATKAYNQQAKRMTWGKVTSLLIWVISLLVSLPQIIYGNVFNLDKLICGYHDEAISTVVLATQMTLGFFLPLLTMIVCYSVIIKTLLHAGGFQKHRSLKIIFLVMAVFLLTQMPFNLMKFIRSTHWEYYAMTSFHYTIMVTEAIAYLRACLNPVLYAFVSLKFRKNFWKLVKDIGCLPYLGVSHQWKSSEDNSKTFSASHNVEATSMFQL
Gli-Sufu antag: Gli-Sufu pathway antagonism. Sufu-KO-LIGHT fibroblasts, Gli luciferase reporter luminescence. inhibition, % at 5 µM. AID 588413. 340,000 tested, 0.74% active;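 active = inhibition above about 55%, limit read from the data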;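 note: 0% = DMSO-treated cells and 100% = wells with medium but no cells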
An asterisk follows results filed as active.

Screening O=S(=O)(c1ccc(F)cc1)N1CCN(c2ncccn2)CC1 returned 697 NFkB inh 13, Jurkat NFkB inh -4, XBP1 UPR activ -1, UPR CHOP act 0.2, CCR6 antag 4, EBI2 block 1, Mdm2-MdmX inh -15, CXCR6 inh -4 and Gli-Sufu antag 9.
`CC1(C)OC(=O)C(=CNCC(=O)NCC(=O)O)C(=O)O1` gave 697 NFkB inh 14, Jurkat NFkB inh 6, XBP1 UPR activ 2, UPR CHOP act 0.8, CCR6 antag 13, EBI2 block -16, Mdm2-MdmX inh 9, CXCR6 inh 9 and Gli-Sufu antag -6.
For C/C=C1\NC(=O)[C@H](C)NC(=O)[C@@H](NC(=O)[C@@H](Cc2ccc(O)cc2)NC(=O)[C@@H](NC(=O)/C(C)=C/C)C(C)C)[C@@H](C)OC(=O)[C@H](CCCCc2ccc(O)cc2)NC(=O)[C@@H](CCC(=O)O)NC1=O the results were 697 NFkB inh 6, Jurkat NFkB inh 5, XBP1 UPR activ -3, UPR CHOP act -0.3, CCR6 antag -5, EBI2 block -12, Mdm2-MdmX inh 37, CXCR6 inh 3 and Gli-Sufu antag 3.
CN(C)S(=O)(=O)c1cccc(NC(=O)COC(=O)c2cccnc2Cl)c1 was read as 697 NFkB inh 11, Jurkat NFkB inh 17, XBP1 UPR activ -1, UPR CHOP act 0.7, CCR6 antag 4, EBI2 block 2, Mdm2-MdmX inh 7, CXCR6 inh -3 and Gli-Sufu antag -4.
c1cncc(Nc2c3ccccc3nc3ccccc23)c1 was read as 697 NFkB inh -5, Jurkat NFkB inh -3, XBP1 UPR activ -1, UPR CHOP act 3.2, CCR6 antag 30, EBI2 block -3, Mdm2-MdmX inh -12, CXCR6 inh 5 and Gli-Sufu antag 13.
For COc1ccc(-c2nn(C)c(=O)c3ccccc23)cc1CNC(=O)CN1CCOCC1 the results were 697 NFkB inh 11, Jurkat NFkB inh 4, XBP1 UPR activ 1, UPR CHOP act 2.2 and Mdm2-MdmX inh 34.
`O=C(CN1C(=O)c2ccccc2C1=O)NC1CCC(O)CC1` (configuration not stated) gave 697 NFkB inh -10, Jurkat NFkB inh 2, XBP1 UPR activ -3, UPR CHOP act -1.0, CCR6 antag -3, EBI2 block -10, Mdm2-MdmX inh -23, CXCR6 inh -5 and Gli-Sufu antag -11.
For Cc1ccc2cc3cc(C(=O)N(CC(=O)NC4CCCC4)c4cccc(C)c4C)sc3nc2c1 the results were 697 NFkB inh -18, Jurkat NFkB inh 6, XBP1 UPR activ -3, UPR CHOP act 3.7, CCR6 antag 24, EBI2 block 33, Mdm2-MdmX inh 22, CXCR6 inh 13 and Gli-Sufu antag 21.
Screening CN(C)C(=O)N1CCC(C(=O)NCc2ccc3c(c2)OCO3)CC1 returned 697 NFkB inh 2, Jurkat NFkB inh 7, XBP1 UPR activ 1, UPR CHOP act 1.4, CCR6 antag -11, EBI2 block 2, Mdm2-MdmX inh 6, CXCR6 inh -14 and Gli-Sufu antag 3.
`CCc1nn(CC(=O)NCCCN(Cc2ccccc2)C(C)C)c(=O)c2cc3sccc3n12` gave 697 NFkB inh -30, Jurkat NFkB inh -14, XBP1 UPR activ -1, UPR CHOP act -0.6, CCR6 antag 10, EBI2 block 9, Mdm2-MdmX inh -5, CXCR6 inh 13 and Gli-Sufu antag 6.
`O=C(COC(=O)c1cc([N+](=O)[O-])ccc1N1CCOCC1)Nc1ccccc1OC(F)F` gave 697 NFkB inh 20, Jurkat NFkB inh 4, XBP1 UPR activ -1, UPR CHOP act 0.1, CCR6 antag 15, EBI2 block 2, Mdm2-MdmX inh 13, CXCR6 inh -1 and Gli-Sufu antag 7.
Cn1c2ccccc2c2cc([N+](=O)[O-])ccc21 was read as 697 NFkB inh 9, Jurkat NFkB inh 1, XBP1 UPR activ -3, UPR CHOP act 2.9, CCR6 antag 4, EBI2 block 4, Mdm2-MdmX inh 18, CXCR6 inh 9 and Gli-Sufu antag 1.
O=C1CC(NNc2nc3ccccc3s2)C(=O)N1c1ccc(F)cc1 (configuration not stated) was read as 697 NFkB inh 11, Jurkat NFkB inh -1, XBP1 UPR activ -5, UPR CHOP act -0.1, CCR6 antag -3, EBI2 block 3, Mdm2-MdmX inh 1, CXCR6 inh 0 and Gli-Sufu antag 46.
O=C(NCc1cc(C(F)(F)F)cc(C(F)(F)F)c1)C1CC(c2cccc(F)c2)=NO1 (configuration not stated) was read as 697 NFkB inh 18, Jurkat NFkB inh 1, XBP1 UPR activ -1, UPR CHOP act -1.4, CCR6 antag 2, EBI2 block -3, Mdm2-MdmX inh 19, CXCR6 inh -6 and Gli-Sufu antag 1.
For O=C(O)C1CCCCN1C(=O)c1ccc(S(=O)(=O)N2CCCCCC2)cc1 (configuration not stated) the results were 697 NFkB inh 6, Jurkat NFkB inh -15, XBP1 UPR activ -1, UPR CHOP act -1.4, CCR6 antag 11, EBI2 block -6, Mdm2-MdmX inh 5, CXCR6 inh 3 and Gli-Sufu antag 9.

Looked up by structure from the list above, two records:
`O=C(CN1C(=O)c2ccccc2C1=O)NC1CCC(O)CC1` (configuration not stated) gave 697 NFkB inh -10, Jurkat NFkB inh 2, XBP1 UPR activ -3, UPR CHOP act -1.0, CCR6 antag -3, EBI2 block -10, Mdm2-MdmX inh -23, CXCR6 inh -5 and Gli-Sufu antag -11.
O=C1CC(NNc2nc3ccccc3s2)C(=O)N1c1ccc(F)cc1 (configuration not stated) was read as 697 NFkB inh 11, Jurkat NFkB inh -1, XBP1 UPR activ -5, UPR CHOP act -0.1, CCR6 antag -3, EBI2 block 3, Mdm2-MdmX inh 1, CXCR6 inh 0 and Gli-Sufu antag 46.

Other entries.
Screening Cn1c2ccccc2c(=O)c2cc(C#Cc3ccsc3)ccc21 returned 697 NFkB inh -95, Jurkat NFkB inh -132, XBP1 UPR activ 10, UPR CHOP act 4.3, CCR6 antag 6, EBI2 block 24, Mdm2-MdmX inh 15, CXCR6 inh 20 and Gli-Sufu antag -28.
`COc1ccc([N+](=O)[O-])cc1NC1C2CC3CC(C2)CC1C3` (configuration not stated) gave 697 NFkB inh -3, Jurkat NFkB inh -9, XBP1 UPR activ 1, UPR CHOP act 1.1, CCR6 antag 6, EBI2 block 6, Mdm2-MdmX inh 15, CXCR6 inh -2 and Gli-Sufu antag -14.
Cc1ccc2[nH]cc(C(=O)CN3CCC4(CC3)OCCO4)c2c1 was read as 697 NFkB inh 23, Jurkat NFkB inh -6, XBP1 UPR activ 3, UPR CHOP act 0.4, CCR6 antag 1, EBI2 block 4, Mdm2-MdmX inh 25, CXCR6 inh -8 and Gli-Sufu antag -19.
`CC(=O)c1cccc(NC(=O)c2c(F)c(F)c(F)c(F)c2F)c1` gave 697 NFkB inh -21, Jurkat NFkB inh -15, XBP1 UPR activ -2, UPR CHOP act -1.6, CCR6 antag -15, EBI2 block 6, Mdm2-MdmX inh -5, CXCR6 inh -17 and Gli-Sufu antag 19.
Screening COc1ccc(C(=O)c2ccc(N3CCOCC3)c([N+](=O)[O-])c2)cc1 returned 697 NFkB inh 9, Jurkat NFkB inh -14, XBP1 UPR activ 3, UPR CHOP act 0.3, CCR6 antag 10, EBI2 block 10, Mdm2-MdmX inh -12, CXCR6 inh 5 and Gli-Sufu antag 1.
For O=C(c1cccs1)N(C(=O)c1cccs1)c1ccc(Br)cn1 the results were 697 NFkB inh -127, Jurkat NFkB inh -100, XBP1 UPR activ 86*, UPR CHOP act 98*, CCR6 antag 0, EBI2 block -28, Mdm2-MdmX inh 26, CXCR6 inh 6 and Gli-Sufu antag -90.
Screening Cc1cnc([N+](=O)[O-])n1CCOC(=O)NC(=O)c1ccccc1 returned 697 NFkB inh 6, Jurkat NFkB inh 9, XBP1 UPR activ -1, UPR CHOP act -1.1, CCR6 antag 2, EBI2 block 3, Mdm2-MdmX inh -10, CXCR6 inh -6 and Gli-Sufu antag 4.
`CCN(CC)S(=O)(=O)c1cccc(NC(=O)c2ccc(Sc3nncn3C)c([N+](=O)[O-])c2)c1` gave 697 NFkB inh 37*, Jurkat NFkB inh 9, XBP1 UPR activ -2, UPR CHOP act -0.9, CCR6 antag 11, EBI2 block -3, Mdm2-MdmX inh 38, CXCR6 inh -1 and Gli-Sufu antag 0.
`Cc1cc(C(=O)OCC(=O)NCc2ccc(Cl)cc2)c(C)o1` gave 697 NFkB inh 8, Jurkat NFkB inh -7, XBP1 UPR activ -2, UPR CHOP act 0.1, CCR6 antag 2, EBI2 block 0, Mdm2-MdmX inh 12, CXCR6 inh -3 and Gli-Sufu antag 2.
`O=C(Nc1cccs1)Nc1ccccc1Br` gave 697 NFkB inh -18, Jurkat NFkB inh -15, XBP1 UPR activ 4, UPR CHOP act 2.9, CCR6 antag 18, EBI2 block -5, Mdm2-MdmX inh 3, CXCR6 inh -16 and Gli-Sufu antag 6.
CC1=C(C(=O)N(C)C)C(c2ccc(C)s2)NC(=S)N1 (configuration not stated) was read as 697 NFkB inh 4, Jurkat NFkB inh -9, XBP1 UPR activ -2, UPR CHOP act 0.4, CCR6 antag 18, EBI2 block -3, Mdm2-MdmX inh 11, CXCR6 inh 0 and Gli-Sufu antag -2.
Screening CC1=C(C(=O)OCC2CCCO2)C(c2ccncc2)C2=C(CCCC2=O)N1 (configuration not stated) returned 697 NFkB inh -8, Jurkat NFkB inh -13, XBP1 UPR activ 1, UPR CHOP act -0.1, CCR6 antag 10, EBI2 block -9, Mdm2-MdmX inh -10, CXCR6 inh 3 and Gli-Sufu antag -17.
For COc1cc(OC)cc(C(=O)NC(C(=O)Nc2ccc3c(c2)OCO3)C(C)C)c1 (configuration not stated) the results were 697 NFkB inh 14, Jurkat NFkB inh 12, XBP1 UPR activ 0, UPR CHOP act -0.4, CCR6 antag 15, EBI2 block 1, Mdm2-MdmX inh -2, CXCR6 inh 0 and Gli-Sufu antag -5.
O=C1CCc2cc(S(=O)(=O)NC(Cc3ccccc3)C(=O)NC3CCCC3)ccc2N1 (configuration not stated) was read as 697 NFkB inh 7, Jurkat NFkB inh -2, XBP1 UPR activ -1, UPR CHOP act 3.4, CCR6 antag 10, EBI2 block -7, Mdm2-MdmX inh 27, CXCR6 inh -3 and Gli-Sufu antag 1.
Screening Cc1cccc(CCN2C(Nc3ccccc3)=NC[C@@H]2C)c1 returned 697 NFkB inh 16, Jurkat NFkB inh 3, XBP1 UPR activ -4, UPR CHOP act -0.4, CCR6 antag 12, EBI2 block -7, Mdm2-MdmX inh 2, CXCR6 inh 1 and Gli-Sufu antag -7.
Cc1[nH]c(=O)[nH]c(=O)c1/C=N/NC(=O)[C@H](C)N was read as 697 NFkB inh 9, Jurkat NFkB inh 0, XBP1 UPR activ -3, UPR CHOP act -1.7, CCR6 antag -6, EBI2 block 0, Mdm2-MdmX inh 13, CXCR6 inh -2 and Gli-Sufu antag -1.
Screening Cc1ccc(S(=O)(=O)N(CCC(=O)N2CCOCC2)c2ccccc2)cc1 returned 697 NFkB inh 10, Jurkat NFkB inh 2, XBP1 UPR activ -2, UPR CHOP act 1.1, CCR6 antag -2, EBI2 block -11, Mdm2-MdmX inh 18, CXCR6 inh -4 and Gli-Sufu antag -8.
Cc1nnc(SCC(=O)NCc2ccco2)n1-c1ccc(F)cc1 was read as 697 NFkB inh 8, Jurkat NFkB inh -5, XBP1 UPR activ 0, UPR CHOP act -1.9, CCR6 antag 6, EBI2 block -7, Mdm2-MdmX inh -12, CXCR6 inh -8 and Gli-Sufu antag 1.
